Pol eta inh: blocks human DNA polymerase eta activity; Q9Y253; recombinant Pol eta, fluorescent DNA replication assay; Potency, µM (series often up to 114 µM), without a hit: top-dose activity change, negative = inhibition, actives largely listed as inhibitors; 390,000 tested, 1.2% active; AID 588591; also: % is scaled to controls: 0 for no effect and ±100 for the full control effect
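Pol eta (10 nM) was preincubated with compounds for 15 min at room temperature, after which fluorescent replication substrate (50 nM final) was added to start the reaction. Fluorescence was read kinetically at 0 and 10 min.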
POLI inh: inhibitors of human DNA polymerase iota; Q9UNA4; Pol iota fluorescent replication assay, 10 min; Potency, µM (top dose mostly 115 µM), for the others: top-dose activity, negative = inhibition, most hits filed as inhibitors; 390,000 tested, 1% active
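Pol iota at 10 nM preincubated 15 min with compounds at room temperature; reaction started with fluorescent substrate, 50 nM final. Fluorescence read kinetically at 0 and 10 min; buffer-only wells as negative control.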
G9a block: inhibitors of human histone lysine methyltransferase G9a; AID 504332; Q96KQ7; Potency, µM (top dose mostly 102 µM), for the others: at the top dose activity, negative = inhibition, usual class: inhibitors; G9a H3K9 monomethylation, AlphaScreen, 2 h; 350,000 tested, 8.8% active; also: % is scaled to controls: 0 for no effect and ±100 for the full control effect; nearly all actives have a fitted effect of over 75% in size
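AlphaScreen read-out: biotin-H3K9 peptide (500 nM) methylation by 20 nM enzyme with 20 uM SAM, 2 h at room temperature after 15 min compound preincubation; anti-monomethyl H3K9 antibody plus donor/acceptor beads, 10 min dark.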
JMJD2A Tudor: inhibitors of human JMJD2A Tudor domain; O75164; Potency, µM (titrated, usually from 114 µM), inactives show at the top dose activity change, negative = inhibition, hits mostly inhibitors; AlphaScreen JMJD2A-Tudor / H3K4me3 peptide binding; 390,000 tested, 4.4% active; also: % is scaled to controls: 0 for no effect and ±100 for the full control effect; nearly all actives have a fitted effect of over 50% in size
Target sequence (O75164 whole entry, looked up, the tested form may be a part): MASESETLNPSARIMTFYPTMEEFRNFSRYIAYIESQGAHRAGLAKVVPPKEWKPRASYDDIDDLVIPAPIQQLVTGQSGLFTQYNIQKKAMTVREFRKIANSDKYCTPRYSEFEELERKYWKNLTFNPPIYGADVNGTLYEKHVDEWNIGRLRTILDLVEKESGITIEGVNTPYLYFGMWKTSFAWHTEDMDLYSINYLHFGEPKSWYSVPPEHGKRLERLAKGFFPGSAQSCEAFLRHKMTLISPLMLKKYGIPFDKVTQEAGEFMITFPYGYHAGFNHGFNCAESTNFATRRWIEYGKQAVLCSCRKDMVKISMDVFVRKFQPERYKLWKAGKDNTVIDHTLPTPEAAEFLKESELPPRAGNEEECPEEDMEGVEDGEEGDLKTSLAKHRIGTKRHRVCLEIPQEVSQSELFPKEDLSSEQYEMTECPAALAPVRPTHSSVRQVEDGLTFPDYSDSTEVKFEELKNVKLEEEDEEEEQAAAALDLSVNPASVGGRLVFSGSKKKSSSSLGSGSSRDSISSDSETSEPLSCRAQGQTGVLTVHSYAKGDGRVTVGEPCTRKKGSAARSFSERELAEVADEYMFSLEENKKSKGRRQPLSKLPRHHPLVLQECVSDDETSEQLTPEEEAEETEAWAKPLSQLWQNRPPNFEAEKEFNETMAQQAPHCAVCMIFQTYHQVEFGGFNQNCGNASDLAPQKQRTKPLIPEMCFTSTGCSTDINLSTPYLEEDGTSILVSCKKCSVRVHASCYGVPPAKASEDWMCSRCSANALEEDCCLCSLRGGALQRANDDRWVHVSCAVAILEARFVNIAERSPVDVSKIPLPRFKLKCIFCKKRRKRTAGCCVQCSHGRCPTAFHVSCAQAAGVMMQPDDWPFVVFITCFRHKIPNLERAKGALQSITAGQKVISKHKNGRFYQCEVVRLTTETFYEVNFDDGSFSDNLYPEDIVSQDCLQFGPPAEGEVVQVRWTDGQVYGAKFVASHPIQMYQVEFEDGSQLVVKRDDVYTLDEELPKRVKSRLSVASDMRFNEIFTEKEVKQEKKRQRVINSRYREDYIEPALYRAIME
POLB inh: blocks human DNA polymerase beta activity. Pol beta primer extension/strand displacement, fluorescence kinetic. Potency, µM (series often up to 114 µM), without a hit: at the highest dose activity change, negative = inhibition, usual class: inhibitors. 340,000 tested, 1.3% active. P06746. AID 485314; also: % is scaled to controls: 0 for no effect and ±100 for the full control effect
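Homogeneous kinetic assay of primer extension and strand displacement by 10 nM Pol beta, preincubated 15 min at room temperature with compound before 50 nM substrate (final) was added. Read at 0 and 10 min; four-parameter Hill fit.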
POLK inh: inhibitors of human DNA polymerase kappa. Q9UBT6. purified Pol kappa, fluorescent DNA synthesis assay, 10 min. Potency, µM (highest dose often 107 µM), without a hit: at the top dose activity, negative = inhibition, most hits filed as inhibitors. 400,000 tested, 0.53% active; also: % is scaled to controls: 0 for no effect and ±100 for the full control effect
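Readout: fluorescence, taken kinetically at 0 and 10 min. Conditions: 10 nM Pol kappa, 15 min RT compound preincubation, 50 nM substrate final. Controls: enzyme-free buffer wells.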
APEX1 inh: blocks human APE1 abasic DNA cleavage. P27695. recombinant APE1, TAMRA/BHQ-2 abasic DNA cleavage fluorescence. Potency, µM (doses to about 65.8 µM), for inactives: at the highest dose activity change, negative = inhibition, most hits filed as inhibitors. 350,000 tested, 0.35% active;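 also: plate controls were vehicle for no effect and reference inhibitor for full effect; nearly all actives have a fitted effect of over 55% in size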
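Endonuclease cleavage of a quenched abasic-site DNA duplex (50 nM) by APE1 (0.75 nM) was tracked by TAMRA dequenching. Compounds were preincubated with enzyme 15 min at room temperature; data normalized to buffer-only and DMSO wells plus NSC13755 control.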
BLM helicase inh: blocks DNA unwinding by human BLM helicase; P54132; Potency, µM (series often up to 56.1 µM), inactives show at the top dose activity change, negative = inhibition, actives largely listed as inhibitors; recombinant BLM DNA unwinding, fluorescence dequenching; 350,000 tested, 0.2% active;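 also: plate controls were vehicle for no effect and no enzyme for full effect; nearly all actives have a fitted effect of over 35% in size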
BAZ2B inh: inhibitors of human BAZ2B bromodomain. Q9UIF8. AlphaScreen BAZ2B-H3K14Ac peptide displacement. Potency, µM (series often up to 114 µM), without a hit: at the top dose activity change, negative = inhibition, most hits filed as inhibitors. 360,000 tested, 4.4% active; also: % is scaled to controls: 0 for no effect and ±100 for the full control effect; nearly all actives have a fitted effect of over 60% in size
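Multi-concentration screen (max 110 uM) measuring displacement of acetylated histone H3 peptide from BAZ2B by AlphaScreen, using 50 nM protein, 50 nM peptide and 10 ug/mL streptavidin donor plus Ni-chelate acceptor beads.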
An asterisk follows results filed as active; ? = inconclusive; . = no result given; [ ] = dose if it differs, or a comment. Calls follow the shape of the dose curve; as a rule, active = well fitted curve in the direction sought with a large enough effect; inconclusive = small, poorly fitted or top-dose-only effect, or another doubt; inactive = no such curve, though single readings can be large; an effect the other way counts as inactive or inconclusive. Potency is read from the fitted curve at half-maximal effect. Some of the compounds tested; count on the stated rates, not on these rows.

SMILES | Pol eta inh | POLI inh | G9a block | JMJD2A Tudor | POLB inh | POLK inh | APEX1 inh | BLM helicase inh | BAZ2B inh
Cc1cccc(NC(=O)C2CCN(S(=O)(=O)c3ccc4c(c3)CCCC(=O)N4)CC2)c1 | -13.2% | 17.4% | -17.7%[59 µM] | -3.6% | -16.5% | 3.3% | . | -3.1% | 7.2%[57.1 µM]
Cc1cccc(NC(=O)CN2C(=O)COc3ccc(S(=O)(=O)Nc4ccccc4)cc32)c1C | -7.9% | -12.7% | -27.2%[59 µM] | -1.0% | ? | -2.7% | . | -4.2% | -7.9%
Fc1ccc(OCCOCCNCC2CCCO2)cc1 (configuration not stated) | 7.3% | 9.9% | -1.0%[59 µM] | -2.3% | 1.5% | -17.1% | 7.2% | -0.2% | 7.2%
CCC(=O)Nc1ccc2c(c1)nc(CCN1CCN(c3ccccn3)CC1)n2C | 8.0% | 17.5% | -11.7% | -8.3% | -13.3% | -12.3% | -0.3% | -0.7% | 2.8%
CCOc1c2ccc(C(=O)NCc3ccc(C)cc3)cc2nn1CCOC | -5.8% | 0.9% | -4.6%[12.7 µM] | -7.0% | 46.1%[activator] | 12.7% | ? | -0.1% | 7.3%
O=C(CN1CCN(C2CCCCC2)C(=O)C1=O)Nc1ccc(Cl)cc1 | -3.6% | 11.7% | 11.8%[59 µM] | -14.6% | 3.8% | 3.6%[60.1 µM] | . | 0.9% | -1.3%
O=C(Cn1cnc2onc(-c3ccc(F)cc3)c2c1=O)Nc1cccc(C(F)(F)F)c1 | -7.0% | -23.8% | -21.0%[59 µM] | -5.5% | 13.1% | -20.8% | . | -13.2% | 12.6%[57.1 µM]
Cc1cc(C)cc(OCC(=O)N(C)CC(=O)Nc2ccc(Cl)c(C(F)(F)F)c2)c1 | -32.6% | 17.7% | 13.1%[12.7 µM] | -20.8% | . | -7.9% | 15.6% | . | 2.9%
CCOc1ccc(CNC(=O)CCn2c(=O)oc3ccccc32)cc1 | 1.6% | 9.0% | -22.3%[59 µM] | -2.2% | 9.8% | 2.0% | -0.1% | 0.8% | 1.9%
Cc1ccc(C(=O)CSc2ncc3c(n2)-c2ccccc2N(Cc2ccc(Cl)cc2)S3(=O)=O)cc1 | -14.3% | 12.8% | -7.1%[59 µM] | -1.3% | 4.7% | 8.4% | . | -1.9% | 1.9%
CC(C)(C)c1ccc(C(CC(=O)O)NC(=O)Cc2ccc(Cl)cc2)cc1 (configuration not stated) | -13.3% | 15.4% | -2.1% | -12.7% | -10.8% | 0.6% | 66.1%[activator] | -2.2% | -23.4%
CCN(CC(=O)NCc1cccs1)C(=O)c1cccc(Cl)c1 | 0.9% | -16.9% | . | 2.9% | . | -2.2% | -3.3% | . | .
CCCCn1c(N)c(N(C)C(=O)C2CCCC2)c(=O)[nH]c1=O | -19.0% | 28.0% | ? | 2.3% | . | -16.8% | 28.8% | . | -3.0%
Cc1cccc(-n2ncc(C#N)c2N)c1 | -2.5% | 0.3% | 11.5%[12.7 µM] | -1.9% | -1.8% | -12.0% | 0.9% | -1.8% | 8.3%
CC(Sc1nnc2ccccn12)C(=O)Nc1ccc2c(c1)OCCO2 (configuration not stated) | -24.0% | 55.3%[activator] | ? | -24.7% | 19.3% | 5.8% | ? | -1.6% | 8.1%

Looked up one by one from above:
SMILES | Pol eta inh | POLI inh | G9a block | JMJD2A Tudor | POLB inh | POLK inh | APEX1 inh | BLM helicase inh | BAZ2B inh
CCOc1c2ccc(C(=O)NCc3ccc(C)cc3)cc2nn1CCOC | -5.8% | 0.9% | -4.6%[12.7 µM] | -7.0% | 46.1%[activator] | 12.7% | ? | -0.1% | 7.3%
O=C(Cn1cnc2onc(-c3ccc(F)cc3)c2c1=O)Nc1cccc(C(F)(F)F)c1 | -7.0% | -23.8% | -21.0%[59 µM] | -5.5% | 13.1% | -20.8% | . | -13.2% | 12.6%[57.1 µM]
Cc1cccc(-n2ncc(C#N)c2N)c1 | -2.5% | 0.3% | 11.5%[12.7 µM] | -1.9% | -1.8% | -12.0% | 0.9% | -1.8% | 8.3%

(more compounds)
SMILES | Pol eta inh | POLI inh | G9a block | JMJD2A Tudor | POLB inh | POLK inh | APEX1 inh | BLM helicase inh | BAZ2B inh
Cc1c(CN(C)C)c2c(n1Cc1ccccc1)C(=O)c1ccccc1-2 | -16.7% | 8.1% | ? | 50.1µM* | 0.5% | -4.9% | -9.7% | 1.8% | 50.1µM*
O=C(CCc1cn(Cc2ccc(F)cc2)c2ccccc12)NCCc1ccc(Cl)cc1 | -26.4% | 34.0%[activator] | -3.8%[59 µM] | -3.7% | 7.9% | -0.1% | . | -0.2% | -15.1%
Cc1ccccc1CN(c1ccc(C(=O)Nc2cccnc2)cc1)S(C)(=O)=O | 2.5% | 15.9% | 11.0% | 21.1% | -0.8% | 4.0% | 3.5% | -3.5% | -1.3%
CCN1C(=NCc2cc(OC)c(OC)c(OC)c2)N[C@@H](c2cccc(F)c2)C(C(=O)OC)=C1C | . | . | . | . | 7.5% | . | -0.2% | -8.4% | ?
CS(=O)(=O)Nc1ccc(C(=O)NC2CC3CCC2C3)cc1 (configuration not stated) | -10.5% | 16.0% | 19.7%[59 µM] | -11.3% | 3.2% | -7.4% | -3.4% | -0.7% | 8.9%
O=S(=O)(NC1CC1)c1ccc(S(=O)(=O)N2CCCc3ccccc32)cc1 | -9.9% | 9.6% | -6.9% | -15.7% | 10.0% | -12.4% | ? | -5.5% | 6.8%
CCCC/S(C)=N/S(=O)(=O)c1ccc(C)cc1 (configuration not stated) | -7.7% | 142.9%[activator] | 19.8%[59 µM] | -1.7% | -1.2% | -12.7% | 1.1% | 1.6% | 12.1%
CC(C)C(=O)Nc1ccc(-c2nc3ncccc3o2)cc1 | -16.8% | 26.2% | 39.4% | 0.0% | 5.1% | 0.2% | 6.7% | -4.8% | -0.6%
O=C(Nc1ccccc1F)N(Cc1ccc(F)cc1)Cc1nc2ccccc2c(=O)[nH]1 | 0.1% | 43.6%[activator] | 30.2% | -10.5% | -3.9% | 2.3% | 1.5% | -6.4% | -3.0%
CCCCN(Cc1ccccc1)S(=O)(=O)c1ccc2c(c1)CCN2C(=O)C1CCC1 | -20.1% | 12.7% | 11.8%[59 µM] | -10.0% | 4.4% | -8.5% | . | 1.0% | .
C=CCn1c(SCCN2CCOCC2)nc2c1c(=O)[nH]c(=O)n2C | 9.5% | 13.0% | -34.2%[12.7 µM] | 0.6% | 19.9% | 4.5% | 24.4% | -2.2% | 13.2%
O=c1[nH]c2ccc(NCc3ccc(F)cc3)cc2[nH]1 | -24.1% | 51.2%[activator] | ? | -32.3% | -23.7% | -4.2% | 34.1% | -5.7% | ?
CN(C)/C=C/C(=O)c1ccc(Br)cc1 | -1.6% | 8.1% | -8.0%[59 µM] | -19.6% | 33.1% | -31.4% | 21.4% | -4.4% | -11.3%
CC(C)c1ccc(CNc2ncc(Br)cn2)cc1 | -6.0% | -12.9% | 0.4% | -15.3% | -0.8% | -4.6%[60.1 µM] | 10.2% | 0.2% | 4.9%
COc1ccc(Cl)cc1N(C(=O)c1ccco1)C(C(=O)NC1CCCC1)c1cccnc1 (configuration not stated) | -1.0% | 31.8%[activator] | 15.3%[12.7 µM] | -19.9% | 12.6% | -4.2% | 43.0% | -1.5% | -1.0%
CC(=N/O)/C(=N\O)c1ccc(C)o1 | 2.2% | 10.2% | ? | -22.1% | 6.9% | -1.5% | ? | 1.2% | 0.9%
CCOc1ccccc1C(=O)OCC(=O)Nc1cccc(S(=O)(=O)N2CCCC2)c1 | -2.5% | 4.4% | . | -13.4% | . | -23.6% | -4.0% | . | .
CC(C(=O)NCC1CCCCC1)N1CCN(S(=O)(=O)c2cccs2)CC1 (configuration not stated) | -5.6% | 30.2%[activator] | -12.3% | 1.4% | . | -1.4% | -9.2% | . | -6.1%
COc1ccccc1CNC(=O)c1cnc2sc(N3CCCCC3)nn2c1=O | -14.5% | 20.2% | -22.0%[59 µM] | -15.3% | -14.4% | 1.6% | . | -1.0% | -10.3%
O=C(COc1ccc(Br)cc1)NCCN1CCCC1 | 0.3% | -15.7% | 18.4%[0.501 µM] | -6.6% | 18.4% | -5.1% | 8.0% | 2.4% | 8.6%
CC(=O)NC1C(=O)N(CC(C)C)c2ccccc21 (configuration not stated) | -14.5% | 26.9% | ? | 16.8% | -29.6% | -5.4% | 4.5% | -0.9% | -17.7%
CCC1CCCCN1C(=O)COc1ccc2c3c(c(=O)oc2c1)CCC3 (configuration not stated) | -4.7% | 25.2% | 9.9%[2.33 µM] | -6.8% | . | -15.2% | 8.2% | . | 3.6%
Cc1cccc(Nc2nnc(SCC(=O)NC3CCCc4ccccc43)s2)c1C (configuration not stated) | ? | -9.5% | ? | -26.3% | ? | -6.8% | -0.5% | -3.0% | -28.7%
O=C(NCc1ccccn1)c1ccccc1OCc1ccc(Cl)cc1Cl | -8.6% | -17.9% | 61.2%[activator][59 µM] | 16.1% | . | -25.9% | -7.1% | . | 10.9%
Cc1cc(C(=O)OCCO)c(C#N)c(N)n1 | 3.4% | -5.5% | 2.9%[12.7 µM] | -21.2% | -1.3% | -1.8% | 0.7% | -4.4% | 3.4%
COc1cccc(NC(=O)c2ccc(S(=O)(=O)N3CCCCC3)cc2)c1 | -7.5% | -1.7% | 15.1%[59 µM] | -22.7% | 1.8% | -1.9% | -0.9% | -4.5% | 12.7%
CC(=O)c1ccccc1NC(=O)c1cc(S(=O)(=O)N2CCOCC2)ccc1N1CCCC1 | 2.8% | 14.8% | 11.2%[12.7 µM] | -35.5% | . | -3.6% | -4.7% | . | -1.6%
COc1ccc(Nc2nc(N)nc(CSC(=S)N3CCN(c4ccccc4)CC3)n2)cc1 | 0.9% | 91.2%[activator] | ? | ? | 38.8% | -4.7% | 2.3% | -11.6% | ?
CCn1c(=N)n(CCOc2ccc(Br)cc2)c2ccccc21 | -6.5% | 29.4% | -8.1%[59 µM] | -12.2% | 20.5% | 6.2%[60.1 µM] | . | -2.2% | -6.4%
O=C(Nc1cccc(S(=O)(=O)NCc2ccco2)c1)c1cc(-c2ccc(F)cc2)nc2ccccc12 | -19.8% | -12.1% | -14.9%[59 µM] | ? | 16.9% | -0.1% | 4.8% | -11.6% | -11.7%
COCCN1CCC(CNCc2cn(-c3cc(C)ccc3C)nc2-c2ccccc2)C1 (configuration not stated) | -11.4% | 19.7% | -9.5% | -33.0% | -28.7% | -2.2% | 5.6% | 16.7% | 2.1%

High-throughput results (PubChem BioAssay)
